# HT1080 cytotoxicity = cytotoxicity in HT1080 fibrosarcoma cells, cell-based, fluorescence readout (AID 620); cytotoxicity, % at 10 µM, or EC50 in µM where a hit was titrated; hit rate 0.42% among 87,000; HT1080 viability, fluorescence; higher % means a stronger effect; in the data active = cytotoxicity above about 50%;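 note: cells exposed to compound overnight then 4 h with Alamar Blue; 0% = vehicle DMSO and 100% = killing control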
# Starred values were filed as active, the others as inactive. Some of the compounds tested. The share of hits here may be higher or lower than overall.
Molecule | HT1080 cytotoxicity
Cc1ccc(-c2nnn(CC(=O)N(Cc3cccs3)C(C(=O)NC3CCCC3)c3ccncc3)n2)cc1 (stereo unspecified) | -3.8%
CCOc1ccccc1NC(=O)Cc1coc2cc(C)ccc12 | 1.7%
Cc1ccc(S(=O)(=O)N2CCCCC2C(=O)N2CCN(C)CC2)cc1 (stereo unspecified) | -10.5%
COc1ccc(-c2cc(-c3ccccc3)c(C#N)c(S(C)(=O)=O)n2)cc1 | 4.2%
COc1cc(C)c(CNC2CCCCC2)cc1C | -1.8%
CSc1nc(NC(C)=O)nc(C)c1Br | -4.8%
Cc1cc(=O)oc(C)c1C(=O)Nc1cccc2ccccc12 | -8.4%
COc1ccc(OC)c(N(CC(=O)Nc2cccnc2)S(=O)(=O)c2ccc(C)cc2)c1 | -8.0%
Cc1ccc2cc(C(c3nnnn3C3CCCC3)N(Cc3ccco3)Cc3cccs3)c(=O)[nH]c2c1 (stereo unspecified) | -4.9%
CC1Cc2ccccc2N1C(=O)CN1C(=O)COc2ccccc21 (stereo unspecified) | -16.3%
CCN(C(=O)c1ccc(NC(C)=O)cc1)c1ccccc1 | 0.3%
CSc1nnnn1-c1ccc(C(=O)O)cc1 | -8.1%
Cc1ccccc1N(CC(=O)NC1CCCC1)C(=O)C1(C)CC(=O)N=C2C=CC=CN21 (stereo unspecified) | 4.8%
CC(C)(C)NC(=O)COC(=O)c1cncc(Br)c1 | -6.3%
Cc1cccc(OCC(=O)O/N=C(\N)Cc2ccc(Cl)cc2)c1 | -8.3%
CCCCC(=O)Nc1cc(NC(=O)CC)ccc1Cl | -8.2%
CC1/C(=N/O)CC(c2ccccc2)NC1c1ccccc1 (stereo unspecified) | -10.1%
COc1ccc(-c2c(C#N)c(SCC(N)=O)nc3c2CCCC3)cc1 | -4.1%
CCC(=O)Nc1nnc(C(C)(C)C)s1 | 5.9%
Cc1nnc(SC(C)C(=O)N2CCc3ccccc32)s1 (stereo unspecified) | -14.6%
CCc1cccc(NC(=O)CSCc2cc(=O)[nH][nH]2)c1 | -10.1%
CCN=C1S/C(=C\c2cn(C(C)=O)nc2-c2ccccc2)C(=O)N1CC | -16.4%
COCC(=O)Nc1ccc(C(C)C)cc1 | 4.9%
CC(C)CC(=O)N1CCN(S(=O)(=O)c2ccc3ccccc3c2)CC1 | -5.4%
COc1ccc(N2CCN(C(=O)c3ccc(OCc4c(C)noc4C)c(OC)c3)CC2)cc1 | -8.8%
Cc1ccc(N=Nc2c(C)[nH][nH]c2=O)c(C)c1 | 1.8%
O=c1cc(CSc2nnnn2-c2ccccc2)nc(Nc2ccc(F)cc2)[nH]1 | 1.4%
CC1CC(C)CN(C(=O)CSc2nnc(CSc3ncccn3)n2C)C1 (stereo unspecified) | 24.6%
O=C(CN(CC1CCCO1)C(=O)CNS(=O)(=O)c1ccc(Cl)cc1)NCCc1ccccc1 (stereo unspecified) | -9.9%
CCCCCCc1cc2cc(-c3nnc(-c4ccccc4)o3)c(=O)oc2cc1O | 10.2%
CCCC[C@@H]1C[C@H]1C(NC(=O)c1ccccc1)c1ccc(C(F)(F)F)cc1 (stereo partly specified) | 0.7%
CCC(C)(C)n1nnnc1C(c1cc2cc(C)cc(C)c2[nH]c1=O)N1CCN(Cc2ccc3c(c2)OCO3)CC1 (stereo unspecified) | 21.1%
CC1(C)CC(=O)C(C(=O)/C=C/NCCc2ccccc2)C(=O)C1 | 9.3%
COc1cccc(C(=O)N(C)c2nnc(-c3ccncc3)s2)c1 | 28.4%
CC1SCCN1S(=O)(=O)c1ccc2ccccc2c1 (stereo unspecified) | -4.5%
COC(=O)[C@@H]1C[C@H]1[C@@H](NC(=O)c1cc(C)nn1C)c1ccccc1 | 10.3%
CN1CCN(c2nc(-c3ccccc3)cc(C(F)(F)F)n2)CC1 | 14.5%
Cc1ccc(S(=O)(=O)NCc2nnc(SCC(=O)Nc3cccc(C)c3C)n2C)cc1 | 15.4%
O=C(NCc1cccnc1)C1CCCN(S(=O)(=O)c2cccc3nsnc23)C1 (stereo unspecified) | 1.3%
O=C(N/N=C1\CCCc2ccccc21)c1cccc([N+](=O)[O-])c1 | 4.1%
Cc1ccnc(SCC(=O)N2CCN(c3ccccc3)CC2)n1 | 16.6%
COc1ccc(C2=NOC(C(=O)NCCCn3ccnc3)C2)cc1 (stereo unspecified) | 30.6%
O=C(CSc1nnc(-c2cc3ccccc3cc2O)n1Cc1ccco1)N1CCc2ccccc2C1 | 4.6%
Cc1cccc(N2CCN(Cc3oc(CO)cc(=O)c3O)CC2)c1C | -2.0%
CC1Cc2ccccc2N1C(=O)CSc1nnnn1C(C)C (stereo unspecified) | -30.6%
O=C(COc1ccccc1)N/N=C/c1cc2c(cc1[N+](=O)[O-])OCO2 | 4.1%
Nc1nc(-c2ccco2)nn1C(=O)c1ccccc1 | 3.8%
O=C1c2ccccc2C(=O)N1CC1CCCO1 (stereo unspecified) | -2.3%
Cc1c(Cl)c(C(=O)NC2CCCC2)nn1C | -3.6%
COc1cccc(Nc2ncnc3ccccc23)c1 | -1.6%
Cc1cc(=O)[nH]c2c1c(C)nn2C1CCOC(C)(C)C1 (stereo unspecified) | 0.0%
C=C(C)Cn1c(SCC(=O)O)nnc1-c1ccccc1 | 10.9%
COc1ccc(Br)cc1C(=O)Nc1cc(C)cc(C)c1 | -16.0%
Cc1ccccc1/C=C1\CCCc2ccccc2C1=O | -3.4%
CCOc1ccc(OCC(=O)Nc2ccc(OC)cc2)cc1 | -12.7%
Cc1ccccc1-n1c(=O)c2ccccc2n2cnnc12 | 16.3%
CCn1nnc(NC(=O)c2sc3ccccc3c2Cl)n1 | 0.3%
O=C1OCCC1Sc1nnnn1-c1ccccc1 (stereo unspecified) | -0.9%
Cc1ccc2nc(SCCC(=O)O)cc(C)c2c1 | -3.6%
CCCCOc1ccc(C2OC34CCCCC3C(C#N)(C#N)C2(C#N)C(=N)O4)cc1 (stereo unspecified) | -8.7%

# Further entries
compound | HT1080 cytotoxicity
Cc1onc(-c2ccccc2)c1-c1n[nH]c(=S)n1-c1ccccc1Cl | -0.8%
COc1ccc(C2C(C(C)=O)=C(O)C(=O)N2CCc2c[nH]c3ccccc23)cc1OC (stereo unspecified) | -5.3%
CCOC(=O)c1oc2ccccc2c1N | 4.4%
CCn1c(SCC(=O)Nc2nc(C)cs2)nnc1C(C)NC(=O)c1ccccc1 (stereo unspecified) | -11.9%
O=C(N1CCOCC1)N1CCN(C(=O)N2CCOCC2)CC1 | 0.7%
CC(=O)CSc1nnc(NC(=O)CCc2ccccc2)s1 | 11.7%
COc1ccc(Cl)cc1S(=O)(=O)N1CCCC1 | 7.1%
CCCCn1nnc(NC(=O)COc2ccc(Cl)c(C)c2)n1 | -0.3%
O=C(O)c1c(NC(=O)c2cccc3ccccc23)sc2c1CCC2 | -10.7%
Cc1ccc2c(CSc3nc4nc(C)cc(C)n4n3)cc(=O)oc2c1 | -4.1%
Cc1ccc(/C(O)=C/C(=O)C(=O)NNC(=O)C(O)(c2ccccc2)c2ccccc2)cc1 | -10.5%
CCCCCN1CC(O)=C(c2nc(-c3ccc(Cl)cc3)cs2)C1=N | -0.3%
CCc1cc(/C(Cc2ccccn2)=N\O)c(O)cc1O | -14.3%
Nc1c(C(=O)NCc2ccc3c(c2)OCO3)nnn1-c1ccc(OC(F)(F)F)cc1 | 2.6%
Cc1ccc(S(=O)(=O)NC2(C(=O)O)CCCCC2)cc1 | -18.2%
N/C(=N\OC(=O)c1ccco1)c1ccc(Br)cc1 | -2.1%
CCOc1cc(/C=N/O)cc(Br)c1OCC | 11.2%
CC(C)c1ccc(-c2c(C#N)c(N)nc3c2CCCCC3)cc1 | 8.4%
CCn1c(SCc2cccc(C)c2)nnc1-c1ccccc1 | -25.0%
CCOc1ccccc1N(CC(=O)Nc1cccnc1)S(C)(=O)=O | 1.8%
Cn1c(=O)c2c(ncn2CC(=O)Nc2ccccc2N2CCOCC2)n(C)c1=O | -2.8%
CC(/C=C\c1cccnc1)=C/C(=O)O | -1.4%
Cc1nnc(SCC(=O)c2cc(C)n(C3CC3)c2C)s1 | 13.3%
CCCNC(=O)c1ccccc1NC(=O)c1ccccc1N(C)S(C)(=O)=O | -6.0%

# 5 consecutive records out of the list so far, quoted:
compound | HT1080 cytotoxicity
CCOc1ccccc1N(CC(=O)Nc1cccnc1)S(C)(=O)=O | 1.8%
Cn1c(=O)c2c(ncn2CC(=O)Nc2ccccc2N2CCOCC2)n(C)c1=O | -2.8%
CC(/C=C\c1cccnc1)=C/C(=O)O | -1.4%
Cc1nnc(SCC(=O)c2cc(C)n(C3CC3)c2C)s1 | 13.3%
CCCNC(=O)c1ccccc1NC(=O)c1ccccc1N(C)S(C)(=O)=O | -6.0%

# Single values from the list.
# For HT1080 cytotoxicity, CCn1c(SCc2cccc(C)c2)nnc1-c1ccccc1 reads -25.0%
# For HT1080 cytotoxicity, Nc1c(C(=O)NCc2ccc3c(c2)OCO3)nnn1-c1ccc(OC(F)(F)F)cc1 reads 2.6%
# For HT1080 cytotoxicity, CCOc1cc(/C=N/O)cc(Br)c1OCC reads 11.2%
# For HT1080 cytotoxicity, CC(/C=C\c1cccnc1)=C/C(=O)O reads -1.4%

# Continuation.
compound | HT1080 cytotoxicity
C#CCN(Cc1ccccc1)C(=O)/C=C/c1ccccc1 | -8.2%
CC(=O)C(CC(=O)N1CCCc2ccccc21)C(=O)Nc1ccc(F)cc1 (stereo unspecified) | -0.3%
c1csc(CNCCCN2CCOCC2)c1 | -9.4%
On1c2c(c3c4nonc4ccc31)CCCC2 | 6.8%
O=C(N/N=C/C=C/c1ccccc1)c1ccc(Br)cc1 | -10.2%
CCOC(=O)c1cccc(Nc2ncnc3ccccc23)c1 | -3.3%
C[n+]1cc(-c2ccccc2)n2c1CCCCC2 | 6.2%
Cc1ccc(CNC(=O)c2cnc(-c3ccccn3)nc2C(F)(F)F)cc1 | -7.7%
CCOc1ccc(N2C(=O)/C(=C/c3cc(OC)c(OC)c(OC)c3)N(CC(=O)OC)C2=S)cc1 | -2.3%
COc1cc(-c2nnc(SC/C=C/c3ccccc3)n2N)cc(OC)c1OC | 0.1%
Cc1ccc(NC(=O)Cn2nnc(-c3ccccc3NC(=O)c3cccs3)n2)cc1 | 61.8%*
CCc1ccc(OCC(=O)N2CCN=C2c2ccccc2)cc1 | 3.0%
Cc1ccc(-c2noc(CCC(=O)NCC3CCCO3)n2)cc1 (stereo unspecified) | 0.3%
COc1ccc(F)cc1S(=O)(=O)N1CC(C)CC(C)C1 (stereo unspecified) | -2.6%
CC(OC(=O)CN1C(=O)NC(C)(C)C1=O)C(=O)c1ccccc1 (stereo unspecified) | -9.9%
C/C(=N\NC(N)=O)C1(C)CCCCC1 | -10.4%
COc1cnc(N(C)C)nc1Sc1ccc(Cl)cc1 | 3.4%
COc1ccccc1-c1nc(C#N)c(N2CCC(C(N)=O)CC2)o1 | 0.1%
COC1CCCCC1Nc1ccc(C)c(C)c1 (stereo unspecified) | 6.0%
Cc1ccccc1-n1ncc2c([N+](=O)[O-])cc([N+](=O)[O-])cc21 | -7.9%
CC(=O)OCCNC(=O)c1cccnc1 | -10.9%
CCOC(=O)Cc1c(C)nc2c(-c3ccccc3)c(C)[nH]n2c1=O | 2.4%
CCC1=NC(c2ccc(OC)cc2)N(O)C1(C)C (stereo unspecified) | -4.4%
O=C(CN(Cc1cccs1)C(=O)CSc1nnc(COc2ccccc2)o1)NC1CCCCC1 | -14.1%
CCC(=O)Nc1nc(=S)ss1 | -1.8%
CC(OC(=O)CN(C)S(=O)(=O)c1ccc(Cl)cc1)C(=O)Nc1ncc(Cl)cc1Cl (stereo unspecified) | 18.0%
CCOC(=O)C(C(=O)Nc1nc2ccccc2s1)C1CCCCC1 (stereo unspecified) | -21.6%
Cc1ccc(C(C)C)c(OCC(=O)Nc2ccc3c(c2)nc(CN2CCCC2)n3C)c1 | -14.4%
O=C(Nc1ccc(F)cc1)N1CCN2C(=O)c3ccccc3C12c1ccccc1 (stereo unspecified) | 12.8%
COc1ccc2[nH]c(=O)c(CN(Cc3cccs3)S(=O)(=O)c3c(C)ccc4nsnc34)cc2c1 | -6.2%
COc1cc(C(=O)N2CCC(n3c(C)nc4cc(F)ccc43)CC2)cc(OC)c1OC | 8.5%
CCN(CC)c1nc(OC)nc(-n2nnc(C(C)=O)c2C)n1 | -3.6%
CC(NCC(O)COCc1cccs1)C1CC2CCC1C2 (stereo unspecified) | -4.4%
CS(=O)(=O)c1nc(-c2ccccc2)cc(-c2ccccc2)c1C#N | -12.4%
Cc1nc2ccccc2c(=O)[nH]1 | 6.0%
COc1ccc(OCc2nc(N)nc(Nc3ccc(C)cc3)n2)cc1 | -8.2%

# Reformatted field by field: 2 of the compounds above
mol: O=C(Nc1ccc(F)cc1)N1CCN2C(=O)c3ccccc3C12c1ccccc1 (stereo unspecified)
  HT1080 cytotoxicity: 12.8%

mol: COc1ccc2[nH]c(=O)c(CN(Cc3cccs3)S(=O)(=O)c3c(C)ccc4nsnc34)cc2c1
  HT1080 cytotoxicity: -6.2%

# Additional structures follow.
compound | HT1080 cytotoxicity
Cc1csc(NC(=O)CSc2nnnn2C)n1 | 5.0%
COC(=O)[C@@]1(Cc2ccc(F)cc2)[C@H]2c3cc(C(=O)N4CCCC4)n(CCc4ccc(OC)c(Br)c4)c3C[C@H]2CN1C(=O)c1ccccc1 | -37.9%
CC1(C(=O)NCCc2c[nH]c3ccccc23)C=CCN1C(=O)c1ccccc1 (stereo unspecified) | -7.5%
CC1OC23CCCCC2C(C#N)(C(=N)O3)C1(C#N)C#N (stereo unspecified) | 1.7%
CCC1(C)Cc2ccccc2-c2nc(NCCO)[nH]c(=O)c21 (stereo unspecified) | 4.4%
c1cc2c3c(cccc3c1)NC1(CCCCC1)N2 | -14.2%
Cc1ccccc1CN(c1ccc(C(=O)N2CCc3ccccc3C2)cc1)S(C)(=O)=O | -2.4%
CCOC(=O)Nc1ccc(S(=O)(=O)Nc2nc(C)cc(C)n2)cc1 | 11.1%
Cc1cc(CNC(=O)[C@H]2C[C@@H]2[C@H](NP(=O)(c2ccccc2)c2ccccc2)c2ccccc2)nn1C | 6.2%
Oc1ccccc1C1N=C(c2ccccc2)NC(c2ccccc2)=N1 | -2.9%
Cc1ccccc1C(=O)NC1CCS(=O)(=O)C1 (stereo unspecified) | -15.9%
